UGM FP inh – inhibitors of M. tuberculosis UDP-galactopyranose mutase; actives 0.06% (n = 320,000); purified UGM, fluorescence polarization probe displacement; P9WIQ1; inhibition, % at 10 µM; in the data active = inhibition above about 10%, passing the limit was not always enough; inconclusive = no clear call, values can overlap the other calls
Target sequence (P9WIQ1 whole entry, looked up): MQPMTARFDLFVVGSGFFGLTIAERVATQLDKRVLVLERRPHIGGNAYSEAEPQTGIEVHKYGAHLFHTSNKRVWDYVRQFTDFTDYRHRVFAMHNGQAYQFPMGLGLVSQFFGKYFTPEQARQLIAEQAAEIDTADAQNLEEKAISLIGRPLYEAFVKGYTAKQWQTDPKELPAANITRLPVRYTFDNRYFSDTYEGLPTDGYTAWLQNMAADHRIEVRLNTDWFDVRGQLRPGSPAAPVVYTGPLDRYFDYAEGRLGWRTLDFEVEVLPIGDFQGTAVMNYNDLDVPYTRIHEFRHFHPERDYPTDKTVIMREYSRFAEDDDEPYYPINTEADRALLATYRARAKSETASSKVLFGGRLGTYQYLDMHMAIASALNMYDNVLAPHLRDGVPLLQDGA
BoNT-F LC inh – blocks Botulinum neurotoxin F light chain protease; inhibition, % at 10 µM; Multiplex microsphere protease cleavage assay, flow cytometry; actives 0.22% (n = 360,000); in the data active = inhibition above about 35%, passing the limit was not always enough; inconclusive = no clear call, values can overlap the other calls; also: plate controls were buffer without enzyme for full effect and enzyme alone for no effect
MazEF act – activators of E. coli MazEF toxin-antitoxin RNase | FAM/BHQ RNA-DNA oligo cleavage fluorescence, 5 h | activation, % at 20 µM | actives 0.32% (n = 350,000); in the data active = activation above about 50%
Target sequence (P0AE70 whole entry, looked up): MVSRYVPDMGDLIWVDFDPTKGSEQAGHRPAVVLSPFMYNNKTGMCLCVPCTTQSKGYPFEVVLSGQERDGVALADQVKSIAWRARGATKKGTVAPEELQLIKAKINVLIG
GDH-TPI inh – GDH-TPI coupled enzyme inhibition counter-screen; GDH-TPI coupled enzyme counterscreen, NADH absorbance; AID 588335; inhibition, % at 4.8 µM; actives 1.2% (n = 360,000); in the data active = inhibition above about 30%;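 also: 0% = DMSO wells and 100% = wells lacking the enzyme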
BioA inh – BioA (M. tuberculosis) enzyme inhibition; purified M. tuberculosis BioA enzyme, plate reader; inhibition, % at 9.99 µM; actives 0.096% (n = 360,000); AID 602481; in the data active = inhibition above about 40%; inconclusive = no clear call, values can overlap the other calls
Rv3671c protease – inhibits the M. tuberculosis serine protease Rv3671c. inhibition, % at 5.96 µM. actives 0.048% (n = 320,000). AID 2606. P9WHR9; in the data active = inhibition above about 38%;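 also: extracellular domain of Rv3671c used as enzyme; 0% = enzyme with DMSO and 100% = no enzyme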
FadD28 binding – M. tuberculosis FadD28 bisubstrate binding inhibition | inhibition, % at 12.5 µM | actives 0.22% (n = 360,000) | FadD28 bisubstrate probe binding, fluorescence polarization; in the data active = inhibition above about 8.5%, passing the limit was not always enough; inconclusive = no clear call, values can overlap the other calls
PrPC surface inh – cell surface PrPC inhibition, primary TR-FRET screen. P04156. TR-FRET read-out. inhibition, % at 13.8 µM. actives 0.43% (n = 370,000); in the data active = inhibition above about 24%; also: 0% = median of the test wells and 100% = reference compound wells
FBA Mtb inh – Mtb fructose-bisphosphate aldolase inhibition; purified M. tuberculosis FBA, fluorescence read-out; inhibition, % at 1 µM; actives 2.3% (n = 360,000); AID 588726; in the data active = inhibition above about 27%;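 also: 0% = vehicle and 100% = reference inhibitor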
Target sequence (P9WQA3 whole entry, looked up): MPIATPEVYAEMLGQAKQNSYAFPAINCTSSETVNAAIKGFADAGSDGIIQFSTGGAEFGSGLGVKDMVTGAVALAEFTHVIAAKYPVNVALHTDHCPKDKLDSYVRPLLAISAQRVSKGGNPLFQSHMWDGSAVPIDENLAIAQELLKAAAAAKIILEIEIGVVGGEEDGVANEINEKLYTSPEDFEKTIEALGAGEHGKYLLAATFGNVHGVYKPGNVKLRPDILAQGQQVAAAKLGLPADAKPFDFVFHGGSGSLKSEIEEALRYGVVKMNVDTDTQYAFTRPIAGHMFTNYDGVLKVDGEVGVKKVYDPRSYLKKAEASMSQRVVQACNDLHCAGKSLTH
Numbers without * were called inactive.

`CC(C)N1C(=S)N(Cc2ccco2)C(=O)C1CC(=O)Nc1ccccc1` (stereo unspecified) gave UGM FP inh 2.6, BoNT-F LC inh 0, MazEF act -2, GDH-TPI inh 2, Rv3671c protease -1, FadD28 binding -0.8, PrPC surface inh -4 and FBA Mtb inh 3.
CC1CN(C(=O)CN2C(=O)NC3(CCCC3)C2=O)C(=Nc2cccc(S(=O)(=O)N(C)C)c2)S1 (stereo unspecified) was read as UGM FP inh -1.1, BoNT-F LC inh -12, MazEF act 2, GDH-TPI inh 2, BioA inh 0.9, Rv3671c protease 4, FadD28 binding 0.7, PrPC surface inh 1 and FBA Mtb inh -1.
For Cc1ccc(C(=O)NC(=S)Nc2ccc3[nH]c(=O)[nH]c3c2)cc1 the results were UGM FP inh -0.4, BoNT-F LC inh 2, MazEF act -6, GDH-TPI inh 10, BioA inh 0.1, Rv3671c protease -4, FadD28 binding -1.8, PrPC surface inh 5 and FBA Mtb inh -2.
CCCn1c2c(c(O)c(C(=O)Nc3nc4ccccc4s3)c1=O)CCCC2 was read as UGM FP inh -1.8, BoNT-F LC inh -7, MazEF act 6, GDH-TPI inh 7, BioA inh -1.4, Rv3671c protease 2, FadD28 binding 0.5, PrPC surface inh 2 and FBA Mtb inh 2.
`O=C(COC(=O)/C=C/c1ccco1)NCc1ccccc1Cl` gave UGM FP inh 1.2, BoNT-F LC inh -6, MazEF act -1, GDH-TPI inh 10, Rv3671c protease 2, FadD28 binding -3.4, PrPC surface inh 7 and FBA Mtb inh -6.
`CC(C)c1ccc(CN2CCC2(C)C(=O)Nc2cnc3ccccc3c2)cc1` (stereo unspecified) gave BoNT-F LC inh 1, GDH-TPI inh 9, BioA inh -0.7, FadD28 binding -7.4, PrPC surface inh -1 and FBA Mtb inh -3.
For Cc1ccc(S(=O)(=O)Nc2cc3c4c(c2)CCC(=O)N4CCC3)cc1 the results were UGM FP inh 1.2, BoNT-F LC inh 8, MazEF act 1, GDH-TPI inh -1, Rv3671c protease -3, FadD28 binding -0.2, PrPC surface inh 7 and FBA Mtb inh 1.
`Cc1ccc(S(=O)(=O)N2CCN(CC(=O)Nc3ccc(N4CCOCC4)cc3)CC2)cc1C` gave UGM FP inh 1.8, BoNT-F LC inh -11, MazEF act 2, GDH-TPI inh -4, BioA inh 0.0, Rv3671c protease -3, FadD28 binding -2.2, PrPC surface inh -2 and FBA Mtb inh -2.
Screening O=C(c1ccncc1)N1N=C(c2ccc(Br)cc2)CC1c1ccccc1O (stereo unspecified) returned UGM FP inh -1.0, BoNT-F LC inh -4, MazEF act 5, GDH-TPI inh -2, BioA inh 7.1, Rv3671c protease -7, FadD28 binding -7.7, PrPC surface inh -5 and FBA Mtb inh -3.
CCc1ccc(Nc2cc(C)nc3ncnn23)cc1 was read as UGM FP inh -3.1, MazEF act 5, GDH-TPI inh 5, BioA inh 0.9, Rv3671c protease 3, FadD28 binding -2.6, PrPC surface inh -4 and FBA Mtb inh -1.
For CCCOc1ccc(/C=C/C(=O)N2CCOCC2)cc1 the results were UGM FP inh 0.7, BoNT-F LC inh inconclusive, MazEF act 5, GDH-TPI inh 16, BioA inh 0.0, Rv3671c protease 6, FadD28 binding -3.0, PrPC surface inh -4 and FBA Mtb inh -2.
CN(CC(=O)NCCc1ccc(Cl)cc1)S(=O)(=O)c1cccs1 was read as UGM FP inh 1.2, BoNT-F LC inh 14, MazEF act 6, GDH-TPI inh 7, BioA inh 8.9, Rv3671c protease 8, FadD28 binding -2.5, PrPC surface inh 3 and FBA Mtb inh -1.
`COc1ccc(C2C(C(=O)c3ccco3)=C(O)C(=O)N2CCOCCO)cc1OC` (stereo unspecified) gave UGM FP inh 1.9, BoNT-F LC inh -2, MazEF act 8, GDH-TPI inh 18, BioA inh 0.7, Rv3671c protease -17, FadD28 binding 0.8, PrPC surface inh 2 and FBA Mtb inh 0.
Screening N#CCC(=O)NNC(=S)NC(=O)C(c1ccccc1)c1ccccc1 returned UGM FP inh 0.4, BoNT-F LC inh -3, MazEF act 0, GDH-TPI inh 1, Rv3671c protease 12, FadD28 binding 0.4, PrPC surface inh -5 and FBA Mtb inh 1.
NC(=O)CN1CCN(C2CC(=O)N(CCc3ccccc3)C2=O)CC1 (stereo unspecified) was read as UGM FP inh -0.6, BoNT-F LC inh -4, MazEF act 2, GDH-TPI inh -4, BioA inh -0.2, Rv3671c protease 1, FadD28 binding -2.5, PrPC surface inh 3 and FBA Mtb inh 3.
CC12CC(=O)C3C(CCC4=CC(=O)CCC43C)C1CC=C2CC(=O)O (stereo unspecified) was read as BoNT-F LC inh 5, MazEF act 2, GDH-TPI inh -7, BioA inh -1.9, FadD28 binding -2.7, PrPC surface inh 4 and FBA Mtb inh -2.
Cc1ccccc1NC(=O)C(=O)NC(C)CCc1ccccc1 (stereo unspecified) was read as UGM FP inh 3.7, BoNT-F LC inh -3, MazEF act -2, GDH-TPI inh -1, Rv3671c protease 6, FadD28 binding 0.3, PrPC surface inh -7 and FBA Mtb inh 1.
For COc1ccc(OC)c(Cc2nnc(CCC(=O)NCc3ccc(C)s3)o2)c1 the results were UGM FP inh 0.6, BoNT-F LC inh 0, MazEF act 9, GDH-TPI inh -11, Rv3671c protease 4, FadD28 binding -4.8, PrPC surface inh 3 and FBA Mtb inh 1.
Screening CCc1nc2ccc(C(=O)NCCCN3CCCC3=O)cn2c1N(CC)CCN(C)C returned BoNT-F LC inh -3, GDH-TPI inh 11, BioA inh -0.6, FadD28 binding -0.2, PrPC surface inh -2 and FBA Mtb inh 2.
CC1(C)CC2(CCCN3C(=O)CSC32)CCS1 (stereo unspecified) was read as UGM FP inh -1.6, BoNT-F LC inh -1, MazEF act -3, GDH-TPI inh 3, BioA inh -0.2, Rv3671c protease 5, FadD28 binding -1.0, PrPC surface inh 3 and FBA Mtb inh 1.
COc1ccc(OC)c(NC(=O)CN(C)CC(=O)Nc2ccccc2Cl)c1 was read as UGM FP inh -0.9, BoNT-F LC inh -3, MazEF act 1, GDH-TPI inh -6, BioA inh 4.0, Rv3671c protease 0, FadD28 binding -2.5, PrPC surface inh 6 and FBA Mtb inh 3.
CCSc1nnc(NC(=O)CSc2nnc(CNC(=O)c3ccc(OC)c(OC)c3)o2)s1 was read as UGM FP inh 1.0, BoNT-F LC inh -2, MazEF act 4, GDH-TPI inh -2, Rv3671c protease 5, FadD28 binding 0.1, PrPC surface inh -2 and FBA Mtb inh 3.
Screening CC(=O)Nc1cc(-c2ccc(C(=O)N3CCOCC3)cc2)cn2c(-c3cccc(C(C)=O)c3)cnc12 returned BoNT-F LC inh -2, GDH-TPI inh 9, BioA inh 3.2, FadD28 binding -0.1, PrPC surface inh -28 and FBA Mtb inh 3.
COc1ccc(CCN2CC(C(=O)Nc3cc(F)ccc3F)CC2=O)cc1OC (stereo unspecified) was read as UGM FP inh -1.0, BoNT-F LC inh 12, MazEF act 2, GDH-TPI inh 0, BioA inh 0.1, Rv3671c protease 8, FadD28 binding -0.7, PrPC surface inh 6 and FBA Mtb inh 1.
Screening CC1CCN(C(=S)c2ccc(O)cc2)CC1 returned UGM FP inh -0.2, BoNT-F LC inh 0, MazEF act 10, GDH-TPI inh 8, BioA inh -0.4, Rv3671c protease 0, FadD28 binding 0.2, PrPC surface inh 1 and FBA Mtb inh 0.
`CC(C)(C)c1nnc(N/N=C/c2cc(Br)ccc2O)n(N)c1=O` gave UGM FP inh -0.4, BoNT-F LC inh -20, MazEF act 11, GDH-TPI inh 33*, BioA inh 0.8, Rv3671c protease 6, FadD28 binding -3.5, PrPC surface inh -5 and FBA Mtb inh -1.
`O=C(CC12CC3CC(CC(C3)C1)C2)NCc1ccco1` gave UGM FP inh -0.2, BoNT-F LC inh 2, MazEF act 5, GDH-TPI inh -4, Rv3671c protease -17, FadD28 binding -0.3, PrPC surface inh 1 and FBA Mtb inh -2.
COc1ccccc1Nc1c2c(nc3ccc(N)cc13)CCCC2 was read as UGM FP inh -0.5, BoNT-F LC inh -32, MazEF act 6, GDH-TPI inh 15, BioA inh 4.4, Rv3671c protease 19, FadD28 binding -2.7, PrPC surface inh -8 and FBA Mtb inh -3.
Screening COC(=O)c1sccc1NC(=O)c1ccoc1C returned UGM FP inh -1.5, BoNT-F LC inh 2, MazEF act 4, GDH-TPI inh 5, BioA inh -0.6, Rv3671c protease 3, FadD28 binding -0.8, PrPC surface inh 0 and FBA Mtb inh -3.
For Cc1c(NC(=O)c2ccc(C(C)(C)C)cc2)cccc1[N+](=O)[O-] the results were UGM FP inh -3.9, BoNT-F LC inh 0, MazEF act 5, GDH-TPI inh -3, BioA inh -0.6, Rv3671c protease 0, FadD28 binding -3.3, PrPC surface inh 3 and FBA Mtb inh 1.
For Cc1ccc(C)c(NC(=S)/C(=C(\[O-])c2ccc(Cl)s2)[n+]2ccccc2)c1 the results were UGM FP inh -1.2, BoNT-F LC inh -8, MazEF act 12, GDH-TPI inh 3, Rv3671c protease -1, FadD28 binding -3.8, PrPC surface inh 5 and FBA Mtb inh -4.
`CSc1oc(-c2ccc(F)cc2)nc1S(=O)(=O)c1ccccc1` gave UGM FP inh 1.7, BoNT-F LC inh -14, MazEF act 28, GDH-TPI inh -1, BioA inh -2.5, Rv3671c protease -10, FadD28 binding -3.8, PrPC surface inh 2 and FBA Mtb inh 1.
CCOC(=O)c1c(NC(=O)/C=C/c2ccc3c(c2)OCO3)sc(C)c1CC was read as UGM FP inh -1.0, BoNT-F LC inh -1, MazEF act 0, GDH-TPI inh 7, BioA inh -1.9, Rv3671c protease -8, FadD28 binding -2.1, PrPC surface inh -3 and FBA Mtb inh 3.
Screening CC(Oc1ccccc1)C(=O)Nc1cccc(F)c1 (stereo unspecified) returned UGM FP inh 1.1, BoNT-F LC inh 0, MazEF act 1, GDH-TPI inh 4, BioA inh 0.4, Rv3671c protease 3, FadD28 binding 1.1, PrPC surface inh 0 and FBA Mtb inh -1.
`CCc1c(C2(O)CCCCC2)[nH]c2c(C(=O)OC)cc(Cl)cc12` gave UGM FP inh -1.4, BoNT-F LC inh 0, MazEF act -6, GDH-TPI inh 1, BioA inh -1.5, Rv3671c protease -3, FadD28 binding -4.9, PrPC surface inh -5 and FBA Mtb inh 8.
Screening CS(=O)(=O)N1CCc2cc(C(=O)Nc3ccc(COCC(F)(F)F)cc3)ccc21 returned UGM FP inh 0.6, BoNT-F LC inh inconclusive, MazEF act 1, GDH-TPI inh 11, BioA inh -1.0, Rv3671c protease -2, FadD28 binding -5.0, PrPC surface inh 15 and FBA Mtb inh -2.
Screening Cc1ccc(C(=O)Nc2cnc3ccccn3c2=O)cc1 returned BoNT-F LC inh -6, MazEF act 3, GDH-TPI inh 22, BioA inh 1.5, Rv3671c protease 9, FadD28 binding 0.3, PrPC surface inh -28 and FBA Mtb inh 3.
COc1ccc(-n2cnc(=S)[nH]c2=S)cc1 was read as BoNT-F LC inh -2, MazEF act 0, GDH-TPI inh -4, BioA inh 0.2, FadD28 binding -5.9, PrPC surface inh 10 and FBA Mtb inh -1.

5 successive compounds already listed:
`CC(C)N1C(=S)N(Cc2ccco2)C(=O)C1CC(=O)Nc1ccccc1` (stereo unspecified) gave UGM FP inh 2.6, BoNT-F LC inh 0, MazEF act -2, GDH-TPI inh 2, Rv3671c protease -1, FadD28 binding -0.8, PrPC surface inh -4 and FBA Mtb inh 3.
CC1CN(C(=O)CN2C(=O)NC3(CCCC3)C2=O)C(=Nc2cccc(S(=O)(=O)N(C)C)c2)S1 (stereo unspecified) was read as UGM FP inh -1.1, BoNT-F LC inh -12, MazEF act 2, GDH-TPI inh 2, BioA inh 0.9, Rv3671c protease 4, FadD28 binding 0.7, PrPC surface inh 1 and FBA Mtb inh -1.
For Cc1ccc(C(=O)NC(=S)Nc2ccc3[nH]c(=O)[nH]c3c2)cc1 the results were UGM FP inh -0.4, BoNT-F LC inh 2, MazEF act -6, GDH-TPI inh 10, BioA inh 0.1, Rv3671c protease -4, FadD28 binding -1.8, PrPC surface inh 5 and FBA Mtb inh -2.
CCCn1c2c(c(O)c(C(=O)Nc3nc4ccccc4s3)c1=O)CCCC2 was read as UGM FP inh -1.8, BoNT-F LC inh -7, MazEF act 6, GDH-TPI inh 7, BioA inh -1.4, Rv3671c protease 2, FadD28 binding 0.5, PrPC surface inh 2 and FBA Mtb inh 2.
`O=C(COC(=O)/C=C/c1ccco1)NCc1ccccc1Cl` gave UGM FP inh 1.2, BoNT-F LC inh -6, MazEF act -1, GDH-TPI inh 10, Rv3671c protease 2, FadD28 binding -3.4, PrPC surface inh 7 and FBA Mtb inh -6.

Screening data deposited in PubChem BioAssay by several laboratories.
